p53ts 32C tox – cytotoxicity in p53ts cells at permissive temperature; H1299-p53A138V at 32C, ATP luminescence viability, 24 h; Potency, µM (series often up to 46.1 µM), for the others: top-dose activity change, negative = cytotoxicity, most hits filed as cytotoxic; hit rate 0.93% among 130,000;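 also: 0% = DMSO and -100% = full killing by reference compound; nearly all actives have a fitted effect of over 55% in size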
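Cells: H1299 p53ts (A138V), 600/well, pre-incubated 16–30 h at 37C. Cpd up to 46 uM, 24 h, 32C. Readout: ATPlite luminescence, 20 min RT. Normalization: DMSO vs tamoxifen 100 uM. AC50 by Hill equation.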
Peg3 imprint – inducers of genomic imprint erasure in mouse ES cells; mouse ES Peg3-LacZ reporter, beta-gal luminescence, 40 h; Potency, µM (titrated, usually from 60.7 µM), for inactives: top-dose activity change, positive = activation, actives largely listed as activators; hit rate 0.02% among 110,000; AID 1948;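 also: 0% = negative control wells on the plate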
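Readout: BetaGlo luminescence (5 min, room temp) for LacZ from the normally silent maternal Peg3 allele in female Peg3LacZ-Neo ES cells. Cells 300/well, 40 h, 37C, 5% CO2. Data normalized per plate to negative controls.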
IkB signaling – inhibitors of IkB signaling in ABC-DLBCL cells. ABC-DLBCL IkBa-CBG/CBR dual luciferase ratio, 4 h; response scale: scaled: untreated 0%, proteasome inhibitor 100%. Potency, µM (titrated, usually from 57.1 µM), without a hit: top-dose IkBa stabilization activation. hit rate 0.04% among 110,000; active = well fitted curve in the direction sought with a large enough effect in the signal ratio, not every such curve was filed as active; inconclusive = small, poorly fitted or top-dose-only effect, or a change in a side signal; the % refers to the signal ratio;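 also: the direction sought is a rising ratio; 0% = basal untreated cells and 100% = reference inhibitor full response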
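Luminescence ratio of IκBα-fused green versus native red beetle luciferase in OCI-Ly3 cells, 4 h post-doxycycline with compound; red signal alone, scaled from basal (0%) to zero light (-100%), flagged nonspecific or cytotoxic effects.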
p53ts 39C tox – p53ts cell cytotoxicity, nonpermissive temperature; Potency, µM (top dose mostly 46.1 µM), for the others: top-dose activity change, negative = cell killing, hits mostly cytotoxic; H1299-p53A138V viability at 39C, ATP luminescence, 24 h; AID 902; hit rate 1.5% among 130,000; also: nearly all actives have a fitted effect of over 55% in size
Numbers without * were called inactive; u = inconclusive; x = no result given; & = joins results of further samples; [ ] = dose if it differs, or a comment. Unless noted, calls follow the shape of the dose curve; as a rule, active = well fitted curve in the direction sought with a large enough effect; inconclusive = small, poorly fitted or top-dose-only effect, or another doubt; inactive = no such curve, though single readings can be large; an effect the other way counts as inactive or inconclusive. Unless noted, % is scaled to controls: 0 for no effect and ±100 for the full control effect; potency is read from the fitted curve at half-maximal effect. Compounds as they come (roughly 1.8% active in at least one column).

SMILES | p53ts 32C tox | Peg3 imprint | IkB signaling | p53ts 39C tox
COc1cc(OC)cc(C(=O)NCC(=O)OC2CCOC2=O)c1 (configuration not stated) | 1% | 9% | 0.4% | -2%
CC(=O)Nc1ccc(S(=O)(=O)Nc2nc3ccccc3nc2N2CCCC2)cc1 | -3% | -3% | 0.1% | 1%
CNC(=O)NCC12CC3CC(CC(C3)C1)C2 | 3% | -16% | -0.8% | -10%
COc1ccc(Cn2c(C(=O)O)c(CNCC(C)c3ccccc3)c3ccc(OC)cc32)cc1 (configuration not stated) | -5% | -6%[10.9 µM] | u | -19%
Cc1cc(C(=O)O)c(=O)[nH]c1C | 3% | 7% | -0.3% | -11%
O=C(O)CNC(=O)c1ccccc1NC(=O)c1ccco1 | 9% | -4% | -1.4% | 12%
CCOc1ccc(NC(=O)c2ccc3snnc3c2)cc1 | -12%&-13% | -17%[10.9 µM] | 0.2% | -21%&-12%
Cc1ccc(CS(=O)(=O)CCC(=O)NCc2ccc3c(c2)OCO3)cc1 | -13% | -8% | 0.4% | -2%
Cc1ccc(C)c(CN2C(=O)c3ccccc3Sc3ccc(C(=O)NCCCOC(C)C)cc32)c1 | 20% | -15%[10.9 µM] | u | 5%
COc1cc(C)nc(N2CCCC(C(=O)NCC(C)C)C2)n1 (configuration not stated) | 7% | x | x | 19%
CCc1ccccc1NC(=O)Cn1cc(S(=O)(=O)N2CCCC2)c(S(=O)(=O)N2CCCC2)c1 | -7% | 9%[10.9 µM] | 3.3% | 6%
COc1ccc2cc(CN(Cc3ccco3)C(c3nnnn3C3CCCCC3)C(C)C)c(=O)[nH]c2c1 (configuration not stated) | 3% | 1% | 0.6% | 1%
COc1ccc(C(=O)N2CCN(S(=O)(=O)N3CCOCC3)CC2)cc1OC | -3% | 5% | -0.4% | 10%
CN(Cc1ccccc1)S(=O)(=O)c1ccc2[nH]cc(C(=O)NCC3CCCO3)c(=O)c2c1 (configuration not stated) | 10% | -18% | u | -3%
Oc1ccc(Cl)cc1/C=N/c1nccs1 | -1% | 12% | 1.0% | 10%
Cc1ccc2[nH]c(=O)c(C(c3nnnn3C3CCCC3)N3CCCc4ccccc43)cc2c1 (configuration not stated) | 1% | x | x | -4%
Cn1c(SCc2ccc(C#N)cc2)nnc1-c1cccc(Cl)c1 | 3% | -12% | 1.1% | 15%
Cc1cc(NC(=O)CSc2nnc(Cc3ccccc3)o2)no1 | -1% | 0% | 1.8% | 2%
COC(=O)c1c(NC(=O)CSc2nnnn2-c2ccccc2)sc2c1CCCC2 | 1% | -20% | 2.5% | 2%
COc1ccc(NC(=O)N(CCO)Cc2cc3c(C)cc(C)cc3[nH]c2=O)cc1 | 0% | -5% | 1.2% | -11%
CN(C(=O)c1ccco1)c1nc(CC(=O)Nc2ccccc2)cs1 | -7% | x | x | 0%
CSc1nc2ccc(NS(=O)(=O)c3ccc(Cl)s3)cc2s1 | -1% | 5% | u | 16%
O=C(c1csnn1)N1CCC2(CC1)CN(c1ccncc1)C2 | -4% | x | 1.1%[11.4 µM] | 7%
CCC1=C(OC(=O)N(CC)CC)N2C(=O)OC(=NCC(=O)OC)[C@]2(Cc2ccccc2)[C@H]2C1=CC[C@H]1C(=O)N(C)C(=O)[C@H]12 | 3% | -8% | x | 4%
COc1ccc(C2=Nc3ccc(OC(F)(F)F)cc3NC(c3cccnc3)=N2)cc1 | 7% | -17%[10.9 µM] | u | -24%

6 entries from above, arranged by length of the SMILES, smallest number first:
SMILES | p53ts 32C tox | Peg3 imprint | IkB signaling | p53ts 39C tox
CNC(=O)NCC12CC3CC(CC(C3)C1)C2 | 3% | -16% | -0.8% | -10%
O=C(O)CNC(=O)c1ccccc1NC(=O)c1ccco1 | 9% | -4% | -1.4% | 12%
COc1cc(C)nc(N2CCCC(C(=O)NCC(C)C)C2)n1 (configuration not stated) | 7% | x | x | 19%
CN(C(=O)c1ccco1)c1nc(CC(=O)Nc2ccccc2)cs1 | -7% | x | x | 0%
COc1ccc(Cn2c(C(=O)O)c(CNCC(C)c3ccccc3)c3ccc(OC)cc32)cc1 (configuration not stated) | -5% | -6%[10.9 µM] | u | -19%
CCc1ccccc1NC(=O)Cn1cc(S(=O)(=O)N2CCCC2)c(S(=O)(=O)N2CCCC2)c1 | -7% | 9%[10.9 µM] | 3.3% | 6%

(next part)
SMILES | p53ts 32C tox | Peg3 imprint | IkB signaling | p53ts 39C tox
COCCN(CCOC)C(=O)c1c[nH]c2ccc(S(=O)(=O)N(C)c3ccc(F)cc3)cc2c1=O | 14% | 4% | 1.2% | 14%
COCCNC(=O)CN(c1ccc(C)cc1)S(=O)(=O)c1ccc(SC)cc1 | 3% | -4% | 0.7% | -1%
COc1ccc(OC)c(NC(=O)CSc2nnc3ccc4ccccc4n23)c1 | -7% | -2%[10.9 µM] | u | -4%
Cc1nc2cnc(Nc3ccccc3)nc2n(CCc2ccccc2)c1=O | -18% | -9% | -0.1%[11.4 µM] | -12%
CC(=NC1CCCCC1)c1ccccc1O | 5%[9.22 µM] | 16%[10.9 µM] | 2.1%[11.4 µM] | -2%[9.22 µM]
Cc1c(C(=O)OC2CCCCC2)[nH]c2c1C(=O)CC(c1ccccc1Cl)C2 (configuration not stated) | 1% | -17%[10.9 µM] | u | -17%
COc1ccc(OCC(=O)Nc2ccc(N3CCOCC3)cc2)cc1 | -5% | 2% | 1.3% | 4%
Cc1ccc(Cn2ccnc2SCC(=O)NCc2ccccc2)cc1 | 1% | 5%[10.9 µM] | u | -13%
O=C1CC(N2CCN(c3ccc(Cl)c(Cl)c3)CC2)C(=O)N1 (configuration not stated) | 0% | -18% | -5.7% | 8%
COc1ccc(C)cc1NC(=O)C(Cc1ccccc1)NS(=O)(=O)c1ccc(Br)s1 (configuration not stated) | u | -11%[10.9 µM] | -0.9% | 13µM*
NC(=O)N1c2ccccc2CC(=O)c2ccccc21 | 7% | -21%&-34% | 6.3% | 9%
CCOc1ccccc1CNS(=O)(=O)c1cc2c(cc1C)NC(=O)CO2 | 65%[activator] | -9%[10.9 µM] | 0.0% | 44%[activator]
COc1ccccc1NC(=O)c1sc2nc3c(c(C(F)(F)F)c2c1N)CN(C(C)=O)CC3 | -3% | -16%[10.9 µM] | 5.0% | 23%
CCOc1ccc(CNC(=O)c2cccc(NC(=O)N3CCSc4ncccc43)c2)cc1OC | 5% | 7%[10.9 µM] | u | -11%
CC(=O)c1c(C)nc(-c2ccc(Cl)cc2)nc1NC(=O)C(C)C | -15% | -14% | 5.1% | -3%
CCc1ccc(OCC(=O)N(Cc2ccc(C(C)C)cc2)C2CCS(=O)(=O)C2)cc1 (configuration not stated) | 4% | -5%[10.9 µM] | 12% | u
O=C(NC1CCCCC1)C(c1ccccc1)N1CCC2(CC1)OCCO2 (configuration not stated) | 1% | -20% | -0.7% | -19%
Cc1ccccc1C(=O)Nc1ccc2nc3n(c(=O)c2c1)CCC3 | -8% | -28% | 13% | -9%
O=C(Nc1nccs1)c1ccc(Cl)c(S(=O)(=O)N2CCCCC2)c1 | 1% | -15% | u | 2%
COc1ccc(-c2nc3cc(NC(=O)c4ccc5c(c4)OCO5)ccc3o2)cc1 | -8% | x | 0.2% | -7%
N#CC1=C(N)C(C#N)(C#N)C(c2cccnc2)C2COCC=C12 (configuration not stated) | 3% | x | u | 1%
N#CC1=C(N)SC(N)=C(C#N)C1c1cccc(Oc2ccccc2)c1 | -2% | -19% | u | 3%
Cn1c(NC(=O)c2ccccc2C(F)(F)F)cc(=O)n(C)c1=O | 13% | -12% | -1.4% | 11%
CCOC(=O)C(NC(=O)c1ccccc1)(OCC1(CC)COC1)C(F)(F)F (configuration not stated) | 12% | x | x | 9%
Cc1noc(C)c1C(=O)Nc1sc(C)c(-c2ccccc2)c1C#N | -1% | -8% | u | -3%
Later entries:
SMILES | p53ts 32C tox | Peg3 imprint | IkB signaling | p53ts 39C tox
CCOC(=O)N1CCC(O)(c2cc(C)c(C)cc2C)CC1 | 0% | -18% | 0.7% | 6%
CC(=O)Nc1nonc1-c1nnc(SCC(=O)Nc2cc(C)ccc2C)n1-c1ccccc1 | -2% | -9%[10.9 µM] | u | -19%
COc1ccc(-n2c(Cc3cccs3)nnc2SCC(=O)Nc2ccc3c(c2)OCCO3)cc1 | 13% | -28% | -1.1% | 7%
COc1ccccc1NC(=O)Cn1nc(-c2ccc(C)cc2)c2c(c1=O)CCCC2 | 14% | -11%[10.9 µM] | u | -26%
CCc1nnc(NC(=O)CN2CCC(O)(c3ccccc3OC)CC2)s1 | 0% | -15% | 0.1% | 6%
CCCCNC(=O)c1cc(-c2ccc(OC)c(OC)c2)on1 | 3% | -10% | -3.1% | 6%
Cc1ccc(N2CC(C(=O)NC3=NCCS3)CC2=O)cc1 (configuration not stated) | -7% | -5% | 0.2% | -7%
CCc1ccccc1NC(=O)Cn1c2ncccc2c(=O)n1-c1ccccc1 | 6% | 20%[10.9 µM] | -1.9% | -27%
CSCC[C@H](NC(=O)NCCC1=CCCCC1)C(=O)O | -2% | -7% | 1.6% | 7%
CCCCNC(=O)CCCn1c(=S)[nH]c2cc3c(cc2c1=O)OCO3 | 3% | 11% | 4.4% | 3%
O=C(Nc1c(F)cc(F)cc1Br)c1cc2nc(C(F)F)cc(C(F)F)n2n1 | 18% | -17% | -1.1% | -11%
COc1cccc(NC(=O)c2csc3c2CCCCC3)c1 | u | -14%[10.9 µM] | u | u
CCN(CCO)Cc1cn[nH]c1-c1ccc(C)c(C)c1 | -1% | -2% | 0.4% | -10%
Cc1ccc(NC(=O)c2ccc(CNS(=O)(=O)c3ccc4c(c3)C(C)(C)C(=O)N4C)cc2)cc1F | -5% | -13%[10.9 µM] | -0.6% | -8%
O=C(Cn1c(-c2ccco2)nc2ccccc21)N1CCCCC1 | 1% | -11% | 0.5% | 8%
COc1ccccc1NC(=O)c1ccc(NS(=O)(=O)c2c(C)noc2C)cc1 | -7% | -5% | 1.0% | -11%
Cc1ccc(NC(=O)Cn2c(C)cc(C)c(C#N)c2=O)cc1F | 6% | -11%[10.9 µM] | u | -17%
Cc1ccc2c(CC(=O)Nc3ccc(N4CCN(C)CC4)cc3C)coc2c1 | u | -14% | 2.1% | u
Cc1ccc(N2CCN(Cc3nnc(-c4ccc5c(c4)OCO5)o3)CC2)c(C)c1 | -2% | -3%[10.9 µM] | 5.1% | -8%
Cc1cc(Nc2cccc(Cl)c2)n2ncnc2n1 | -11% | -19% | 8.9% | 8%
CC1CCCN(C(c2ccccc2)c2sc3ncnn3c2O)C1 (configuration not stated) | 12% | 6% | 2.7% | 7%
Cc1cc2nn(-c3ccc(F)cc3)nc2cc1NC(=O)c1ccc(OC(C)C)cc1 | -7% | -19%[10.9 µM] | -2.1% | 26%
COc1ccc(-n2c(=O)c3ccc(C(=O)NCc4ccc(C)cc4)cc3n(CC(=O)Nc3cccc(F)c3)c2=O)cc1 | -23% | 2%[10.9 µM] | 2.8% | u
COc1ccc(NC(=O)c2nnn(CC(=O)Nc3c(C)cc(C)cc3C)c2N)cc1OC | 4% | -8%[10.9 µM] | -2.0% | 2%
COc1ccc(C(=O)COC(=O)CCCn2c(=O)oc3ccccc32)cc1 | 3% | 2% | u | -12%
COc1ccc(NC(=O)CN(c2ccc(C)cc2)S(=O)(=O)c2cccs2)cc1 | 3% | -8%[10.9 µM] | -1.2% | 8%

Single records, from the list above. Order of screens: p53ts 32C tox	Peg3 imprint	IkB signaling	p53ts 39C tox
CCN(CCO)Cc1cn[nH]c1-c1ccc(C)c(C)c1 in the list: -1%	-2%	0.4%	-10%
Cc1ccc(NC(=O)c2ccc(CNS(=O)(=O)c3ccc4c(c3)C(C)(C)C(=O)N4C)cc2)cc1F in the list: -5%	-13%[10.9 µM]	-0.6%	-8%

Compound activity as filed in PubChem.
